Compound activity deposited in PubChem BioAssay by The Scripps Research Institute Molecular Screening Center.
CHRM4 agonist – agonists of human muscarinic M4 receptor (CHRM4); CHO-K1 hM4/Gqi5, Fluo-8 calcium fluorescence; vehicle 0%, full acetylcholine response 100%; 0.14% of 360,000 active; activation, % at 3 µM; P08173;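 active means activation above the run mean over all test wells plus 3 SD, cut at about 32% in these data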;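 further: peak over basal fluorescence ratio per well then scaled between controls; 0% = DMSO wells and 100% = acetylcholine at EC100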
Target sequence (P08173 whole entry, looked up): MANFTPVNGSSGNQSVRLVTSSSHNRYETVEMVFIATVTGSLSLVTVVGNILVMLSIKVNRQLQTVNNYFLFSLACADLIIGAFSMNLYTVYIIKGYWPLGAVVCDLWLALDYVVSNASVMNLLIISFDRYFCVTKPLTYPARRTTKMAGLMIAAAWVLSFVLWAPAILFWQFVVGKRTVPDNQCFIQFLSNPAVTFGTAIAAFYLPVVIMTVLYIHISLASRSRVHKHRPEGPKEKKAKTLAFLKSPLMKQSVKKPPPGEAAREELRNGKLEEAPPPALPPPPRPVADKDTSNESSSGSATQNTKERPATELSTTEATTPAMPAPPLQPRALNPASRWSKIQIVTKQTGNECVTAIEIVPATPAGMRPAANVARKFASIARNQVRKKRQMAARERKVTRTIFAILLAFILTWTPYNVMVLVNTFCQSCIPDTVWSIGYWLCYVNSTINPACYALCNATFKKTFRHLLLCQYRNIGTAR
CHO-K1 Ca antag – nonselective inhibitor or artifact in parental CHO-K1 cells. ATP-induced calcium, Fluo-8 fluorescence. inhibition, % at 3 µM. 0.6% of 360,000 active. AID 602250;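 active means inhibition above a per-plate cutoff, the plate's mean sample inhibition plus 3 SD, cut at about 24% in these data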;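 further: 0% = DMSO plus EC80 ATP and 100% = DMSO alone without ATP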
M1 ag – activates human CHRM1 receptor; P11229; CHO-K1 hM1, Fluo-8 calcium fluorescence, agonist mode; 0% DMSO, 100% acetylcholine EC100; activation, % at 3 µM; 0.33% of 360,000 active; AID 588814;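 active means activation above the run's mean compound activation plus 3 SD, cut at about 16% in these data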;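 further: peak over basal fluorescence ratio within a 140 s kinetic read after compound addition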
Target sequence (P11229 whole entry, looked up): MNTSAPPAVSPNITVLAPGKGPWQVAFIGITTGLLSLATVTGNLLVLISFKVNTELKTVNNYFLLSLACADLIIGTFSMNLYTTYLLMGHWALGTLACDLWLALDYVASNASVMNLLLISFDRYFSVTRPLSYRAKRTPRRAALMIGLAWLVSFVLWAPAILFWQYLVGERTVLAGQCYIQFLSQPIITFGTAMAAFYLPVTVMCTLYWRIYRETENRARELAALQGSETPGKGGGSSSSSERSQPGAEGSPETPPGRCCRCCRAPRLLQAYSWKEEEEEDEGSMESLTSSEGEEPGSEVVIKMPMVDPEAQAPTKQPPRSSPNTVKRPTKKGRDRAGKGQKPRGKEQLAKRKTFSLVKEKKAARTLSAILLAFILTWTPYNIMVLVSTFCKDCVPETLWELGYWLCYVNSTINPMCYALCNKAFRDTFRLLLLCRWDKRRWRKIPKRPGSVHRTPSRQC
CHRM1 antagonist – human CHRM1 antagonism | P11229 | CHO-K1 hM1, Fluo-8 calcium fluorescence, ACh EC80 antagonist | inhibition, % at 3 µM | 1.3% of 360,000 active;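 active means percent inhibition above its own plate's cutoff, namely the mean of that plate's compound wells plus 3 SD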;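 further: peak over basal fluorescence ratio during 140 s after agonist addition; 0% = ACh EC80 plus DMSO and 100% = DMSO alone without agonist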
M4 antag – blocks acetylcholine activation of human M4 receptor | 0.73% of 360,000 active | inhibition, % at 3 µM | CHO-hM4 cells, ACh EC80, Fluo-8 calcium fluorescence;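 active means inhibition above its plate's cutoff, the mean inhibition of sample wells plus 3 SD, cut at about 27% in these data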;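 further: 0% = acetylcholine EC80 with DMSO and 100% = DMSO without agonist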
CHRM1 PAM – human CHRM1 positive allosteric modulation; P11229; CHO-K1 hM1, Fluo-8 calcium fluorescence, ACh EC20; 0% = ACh EC20, 100% = maximal ACh; activation, % at 3 µM; 0.088% of 360,000 active; in the data active means activation above about 19%, passing the limit was not always enough
M1 ag parental – nonselective activator or artifact in parental CHO-K1 cells | Fluo-8 calcium fluorescence; scaled to maximal ATP response, vehicle zero | activation, % at 3 µM | 0.48% of 360,000 active; in the data active means activation above about 15%;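 further: untransfected CHO-K1 host cells lacking M1 receptor as counterscreen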
CHO parental Ca – counter-screen for OX1R antagonists: effect in parental CHO cells. AID 463079. inhibition, % at 5.6 µM. parental CHO-K1, ATP-induced calcium, Fluo-8 fluorescence. 0.63% of 330,000 active;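 active means inhibition above that plate's mean sample inhibition plus 3 SD, cut at about 26% in these data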;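 further: 0% = ATP-challenged DMSO wells and 100% = DMSO wells without ATP; some compounds past the cut are filed as inactive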
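Measured by: calcium-sensitive Fluo-8 fluorescence / Test system: CHO parental line / Controls: ATP-challenged DMSO wells low, unchallenged DMSO wells high / Measure: % inhibition / Compound: single nominal dose of 5.6 µM per compound / Replicates: single well per compound, no replicates / Reagent: ATP as calcium-mobilizing challenge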
OXTR potentiate – human OXTR potentiation | activation, % at 3 µM | P30559 | CHO-OTR cells, Fluo-8 calcium fluorescence, potentiator mode; 0% = oxytocin EC15, 100% = EC100 | AID 2445 | 0.061% of 320,000 active;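 active means activation above that plate's cutoff, the mean activation of tested compounds plus 3 SD, cut at about 6.6% in these data, passing the limit was not always enough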;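 further: 100% uses oxytocin at 75 nM as the full agonist control; some results filed as inactive read as strong as hits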
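assay system = CHO-OTR cells, human receptor | schedule = compound 6 min at room temperature before oxytocin, 100 s read | detection = Fluo-8 intracellular calcium fluorescence, ex 470-495, em 515-575 nm | evaluation = normalized max/min fluorescence ratio, % activation | control set = EC15 oxytocin alone as 0%, 75 nM oxytocin (EC100) as 100%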
* = called active by the depositor; . = not tested or not shown.

SMILES | CHRM4 agonist | CHO-K1 Ca antag | M1 ag | CHRM1 antagonist | M4 antag | CHRM1 PAM | M1 ag parental | CHO parental Ca | OXTR potentiate
O=C1[C@H]2[C@@H](c3ccccc3)N[C@]3(CCCN(Cc4ccc(F)cc4)C3=O)[C@H]2C(=O)N1Cc1ccccc1 | 10.2 | -4.2 | -3.3 | -6.1 | -8.6 | -1.4 | 3.4 | . | .
CC1CCC(NC(=O)c2cc(S(=O)(=O)N3CCCCC3)c[nH]2)CC1 (stereo not given) | 5.1 | 12.2 | 7.5 | -6.5 | -9.1 | 4.9 | 4.4 | -3.1 | -7.5
O=C(O)c1cc2c(cc1NC(=O)c1c(F)cccc1F)OCCCO2 | 1.7 | -1.8 | -0.4 | 2.2 | 3.6 | -2.1 | 0.6 | -0.5 | -8.9
Cc1cccc(-c2cc3nc(C)cc(NCCCN(C)C)n3n2)c1 | 1.4 | -5.2 | -4.5 | 2.5 | 12.2 | 2.6 | -0.1 | -14.6 | -0.5
CC(=O)N(CC(=O)N(CC(=O)O)c1ccc(Cl)cc1)c1ccc(Cl)cc1 | 0.5 | -14.1 | -4.0 | -14.8 | -6.2 | 3.7 | 0.7 | . | .
CCOc1cc(/C=C/C(=O)c2ccc(O)cc2)ccc1OCC(=O)N(C)C | 4.1 | -8.7 | 0.4 | -3.8 | 0.7 | 15.5 | 2.1 | -6.0 | -7.5
C/C(Cn1nnc([N+](=O)[O-])n1)=N\NC(=O)c1ccc(O)cc1O | 0.4 | -2.0 | -1.0 | -4.3 | -1.7 | 8.1 | -0.2 | -3.0 | -2.3
COc1cccc(C(O)Cc2nc3ccccc3n2C)c1OC (stereo not given) | 0.5 | -17.3 | -2.8 | 5.0 | 2.2 | 0.9 | 1.6 | 0.9 | -3.8
N=C1C(c2nc3ccccc3s2)=C(O)CN1c1ccccc1 | 1.7 | -19.8 | -4.8 | -0.7 | 0.2 | 4.9 | 1.0 | -16.0 | -14.5
Nc1nc(N)nc(Cc2ccccc2O)n1 | 0.5 | -7.3 | -0.8 | 20.4 | -5.5 | -12.0 | 0.2 | 0.5 | -2.9
c1ccc(-c2csc3ncnc(N4CCc5ccccc5C4)c23)cc1 | -1.3 | -11.6 | -6.6 | -5.3 | -8.8 | -0.6 | 0.1 | -26.8 | -3.6
CC1(C)Cc2ccccc2C2CC(O)C(=O)N21 (stereo not given) | 0.1 | -7.3 | -7.5 | 3.1 | 16.6 | 2.7 | -0.3 | 2.6 | -8.9
CCCc1cc(=O)[nH]c(SCC(=O)N2CCC(C)CC2)n1 | 0.7 | -11.9 | -0.6 | -13.1 | 0.4 | 11.3 | 0.9 | -7.2 | -0.5
CC1=CC(C)(C)N2C(=O)C3(C(C#N)=C(N)OC4=C3C(=O)CC(C)(C)C4)c3cc(C)cc1c32 (stereo not given) | 7.1 | -7.2 | 1.6 | -12.2 | -7.9 | 10.5 | 0.9 | -25.0 | -6.0
CCCCC(=O)Nc1ccc(C(=O)NNC(=O)CCc2ccccc2)cc1 | 1.6 | -12.9 | -0.7 | -6.7 | 3.3 | 5.2 | 0.4 | 8.0 | -3.5
N#Cc1ccc(COC(=O)CSc2nnc(N)s2)cc1 | 1.5 | -7.6 | -4.8 | -0.3 | 3.1 | -0.6 | 0.1 | -7.8 | -1.7
CSCCC(NC(=O)c1ccco1)C(=O)NCc1ccc(F)cc1 (stereo not given) | 1.3 | 2.7 | -3.7 | 1.7 | 0.8 | 1.9 | 0.0 | -3.9 | 3.2
Cc1nn(CCCC(=O)NCCc2ccc(Cl)cc2)c(=O)c2nn(-c3ccccc3)c(C)c12 | 0.9 | -5.5 | -4.8 | -11.8 | -6.4 | 11.7 | -1.1 | -23.5 | -1.1
COc1ccc(C(=O)C(CCC(CNC(C)(C)C)C(=O)c2ccc(OC)cc2)CNC(C)(C)C)cc1 (stereo not given) | 4.0 | 1.0 | -9.7 | -6.3 | 3.4 | 9.3 | 1.4 | 7.8 | -3.4
CC1CN(C(=O)c2cccc(S(=O)(=O)NCc3ccccc3)c2)CC(C)O1 (stereo not given) | 1.1 | -0.8 | -2.5 | -2.0 | 2.1 | 2.5 | 0.4 | -16.2 | 3.5

Some of the entries so far, with each value named.
canonical_smiles: CSCCC(NC(=O)c1ccco1)C(=O)NCc1ccc(F)cc1 (stereo not given)
  CHRM4 agonist: 1.3	CHO-K1 Ca antag: 2.7	M1 ag: -3.7	CHRM1 antagonist: 1.7	M4 antag: 0.8	CHRM1 PAM: 1.9	M1 ag parental: 0.0	CHO parental Ca: -3.9	OXTR potentiate: 3.2

canonical_smiles: C/C(Cn1nnc([N+](=O)[O-])n1)=N\NC(=O)c1ccc(O)cc1O
  CHRM4 agonist: 0.4	CHO-K1 Ca antag: -2.0	M1 ag: -1.0	CHRM1 antagonist: -4.3	M4 antag: -1.7	CHRM1 PAM: 8.1	M1 ag parental: -0.2	CHO parental Ca: -3.0	OXTR potentiate: -2.3

canonical_smiles: Cc1cccc(-c2cc3nc(C)cc(NCCCN(C)C)n3n2)c1
  CHRM4 agonist: 1.4	CHO-K1 Ca antag: -5.2	M1 ag: -4.5	CHRM1 antagonist: 2.5	M4 antag: 12.2	CHRM1 PAM: 2.6	M1 ag parental: -0.1	CHO parental Ca: -14.6	OXTR potentiate: -0.5

(continued)
SMILES | CHRM4 agonist | CHO-K1 Ca antag | M1 ag | CHRM1 antagonist | M4 antag | CHRM1 PAM | M1 ag parental | CHO parental Ca | OXTR potentiate
CSc1nsc(SCC(=O)N2CCN(c3ccccc3)CC2)n1 | 3.2 | -8.7 | -3.6 | -8.7 | -1.7 | 3.4 | 0.8 | -18.1 | -7.0
COc1cccc(CN2CCNC(=O)C2CC(=O)N(C)C2CCCCC2)c1 (stereo not given) | 0.8 | -15.0 | -0.3 | -15.0 | 0.4 | 16.9 | 5.0 | -11.8 | -18.0
CCOC(=O)N1CCN(C(=O)Nc2ccccc2)CC1 | 0.7 | -18.2 | 3.6 | -12.4 | -2.1 | 14.1 | 1.5 | -4.6 | -4.6
COc1cc(NC(=O)c2ccc(-c3cccc([N+](=O)[O-])c3)o2)ccc1NC(=O)C(C)C | 11.3 | -14.1 | -2.3 | -4.0 | -17.7 | -0.6 | 3.3 | -14.2 | -10.3
O=C(Nc1nc2c(s1)CCCC2)c1cccc(S(=O)(=O)N2CCCc3ccccc32)c1 | 0.2 | -18.9 | -3.5 | -21.3 | -12.3 | 15.9 | -0.6 | -24.4 | -8.7
O=S(=O)(Nc1ncccn1)c1ccc(F)cc1 | 0.5 | -23.0 | 2.2 | -7.5 | -8.5 | 14.5 | 0.6 | . | .
Cn1ccnc1C(=O)c1cc(SCC(=O)N2CCOCC2)nc2ccccc12 | 0.5 | -4.4 | -4.5 | 22.8 | 2.3 | -5.6 | 0.8 | -0.4 | -1.4
O=C(COC(=O)CCc1ccc(S(=O)(=O)N2CCOCC2)cc1)Nc1ccccc1[N+](=O)[O-] | 11.3 | -17.3 | 0.5 | -11.7 | 0.8 | 1.4 | 4.1 | -15.5 | -9.1
COc1ccc(OC)c(NC(=O)C2C3CCC(C3=C(C)C)C2C(=O)O)c1 (stereo not given) | -0.2 | -0.9 | -1.6 | -9.8 | 7.2 | 7.5 | 0.8 | -7.1 | 3.4
CC(=O)NCCC(=O)Nc1ccc(F)cc1C | 0.1 | -4.4 | -1.4 | 4.7 | -3.0 | -3.1 | 0.3 | 4.6 | -3.9
O=C(Nc1ccccc1C(=O)NCc1ccco1)NC1CCCCC1 | 1.2 | -11.0 | -3.6 | 0.8 | 3.4 | 1.7 | 0.5 | -19.5 | -2.4
CC(c1ccc(F)cc1)n1c(Cn2ncc3ccccc3c2=O)n[nH]c1=S (stereo not given) | 2.9 | -20.4 | -2.9 | -1.4 | -1.5 | 5.9 | 6.5 | -13.3 | -3.3
O=C(NC1=NCCS1)Nc1ccccc1 | 0.2 | 12.1 | 0.9 | 20.8 | 5.3 | -1.8 | 0.2 | 1.0 | -4.2
COc1cc(NC(=O)COC(=O)CCOc2ccc(C)cc2)cc(OC)c1 | 2.7 | 0.3 | -4.1 | -5.1 | 1.2 | 3.1 | 6.6 | -6.1 | 2.8
CN1CCc2c(sc3c2C(=O)NC(c2ccc4c(c2)OCO4)N3)C1 (stereo not given) | -1.2 | 5.6 | -8.8 | 2.2 | -1.6 | -3.5 | -0.5 | -1.6 | -0.8
Cc1cc2n(n1)C(c1sccc1C)Nc1c(C)cccc1-2 (stereo not given) | 0.0 | 24.8* | -0.3 | 1.9 | 6.3 | 11.6 | 0.4 | -4.4 | -1.5
Cn1c(=O)c2c(ncn2CC(=O)N/N=C/C(Br)=C/c2ccccc2)n(C)c1=O | 1.9 | -6.7 | -4.0 | -3.9 | -2.3 | 6.7 | 0.6 | -15.6 | -3.0
O=C(Cc1cccs1)N1CCN(S(=O)(=O)c2cc(Cl)ccc2Cl)CC1 | 1.0 | -0.5 | 7.5 | -4.1 | -11.2 | 15.9 | -0.7 | -11.4 | -7.6
COc1ccc(CN(CC(=O)NCc2ccc(F)cc2)C(=O)c2csnn2)cc1 | 1.8 | -9.9 | 0.5 | -7.0 | 5.4 | 4.5 | 2.1 | -4.5 | -2.2
CNCc1ccccc1OCC(=O)Nc1ccccc1 | 1.0 | -9.2 | -11.1 | -3.2 | 0.7 | 13.3 | -0.1 | -12.5 | -1.4
COc1cc(/C=C(/C#N)c2nc3ccccc3[nH]2)ccc1OCc1ccc(C(=O)O)o1 | 0.7 | -44.7 | -2.6 | -3.2 | 6.4 | 1.7 | 0.2 | -8.9 | -0.8
Cc1ccc(-c2nc3ccccn3c2NC(=O)c2ccco2)cc1 | 1.1 | 0.3 | -0.8 | -15.4 | -3.4 | -0.9 | 0.1 | 1.9 | -3.5
CCN(c1cc(C)cc(C)c1)S(=O)(=O)c1nnc(NC(=O)C(C)C)s1 | -0.1 | -10.4 | -4.8 | 5.1 | -5.4 | -1.6 | 0.3 | . | .
COc1ccc(-n2c(CNc3ccc(C)cc3)nnc2SCC(=O)Nc2nc(-c3ccccc3)cs2)cc1 | 2.0 | -23.9 | 1.6 | -12.9 | 1.8 | 18.2 | 1.3 | 1.6 | -6.2
COc1ccc([C@H]2CC(=O)C=C(c3ccc4ncccc4c3)C2)cc1 | 6.8 | -3.1 | -2.4 | -0.2 | -7.3 | 2.4 | 1.1 | -27.6 | -6.1
CC(NC(=O)CCNC(=O)N1CCn2c1nc1ccccc12)c1ccccc1 (stereo not given) | 0.0 | -23.9 | -2.8 | -6.7 | -1.8 | 4.5 | 0.9 | -17.9 | 0.6
FC(F)(F)c1cc(Cl)c2nc(-c3cccc(Cl)c3)c(Cc3cccc(Cl)c3)n2c1 | 0.2 | -5.9 | . | . | 13.0 | . | 0.1 | . | .
CC1(C)CC(O)(CCNCc2ccc3c(c2)OCO3)CCO1 (stereo not given) | 0.5 | -8.2 | -4.4 | -10.1 | 4.5 | 9.2 | -0.1 | -11.7 | -3.2
CS(=O)(=O)N1CCCC(C(=O)NCc2ccc(F)cc2Cl)C1 (stereo not given) | 0.0 | -21.5 | -4.9 | 0.0 | 11.9 | -0.2 | 0.6 | 0.0 | -6.4
CCOC(=O)c1c(C)[nH]c(=S)c(C#N)c1-c1ccc(Cl)cc1 | 0.7 | -2.3 | -9.0 | -6.5 | 5.0 | 2.5 | 2.1 | -22.8 | -1.3
